# Screening results deposited in PubChem by Broad Institute.
# C2C12 statin: protects C2C12 myotubes from simvastatin toxicity; 330,000 tested, 0.78% active; ATP luminescence, 48 h; scaled: DMSO 0, geranylgeraniol control 100; rescue of ATP level, % at 7.49 µM;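 active = mean ATP rescue above about 67%, or every replicate alone reaching that limit, limit read from the data, passing the limit was not always enough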;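 note: myotubes were challenged with 10 µM simvastatin during compound exposure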
# PglD inh: blocks C. jejuni PglD acetyltransferase activity | AID 602405 | inhibition, % at 12.5 µM | 360,000 tested, 0.098% active | purified PglD enzyme, DTNB colorimetric CoA detection; in the data active = inhibition above about 16%, passing the limit was not always enough; note: strong numbers were not always called active
# PGC1a acetyl inh: modulators of PGC1a acetylation. inhibition, % at 15.6 µM. 350,000 tested, 0.17% active. U2OS PGC1a acetylation, AlphaScreen anti-acetyl-lysine; with virally co-expressed GCN5 acetyltransferase;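 active = every replicate shows inhibition of at least 40%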;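 note: 0% = neutral control wells and 100% = positive control wells; some results beyond the cut were filed as inactive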
# GSIS activator: GLuc luminescence reporter in INS-1E cells, primary screen for activators of glucose-dependent secretion of insulin. INS-1E GLuc reporter insulin secretion, 2-3 h. activation, % at 16.6 µM. 370,000 tested, 0.61% active;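 active = lowest replicate activation of at least 40%, so every replicate reaches that level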;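 note: 0% = median of neutral control wells and 100% = median of IBMX positive control wells; some compounds called inactive have numbers as strong as hits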
# F508del corr: correctors of CFTR F508del function in bronchial epithelial cells; CFBE cells, YFP halide quenching; stimulated with forskolin plus potentiator P3; % fluorescence drop versus neutral controls; activity (quench increase), % at 7.58 µM; 350,000 tested, 0.36% active;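 active = mean added fluorescence quench of at least 8% versus neutral control, with both replicates also reaching 8%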;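 note: cells transiently co-express mutant CFTR-F508del with the halide-sensitive YFP; corrector assay measuring rescue of mutant channel to the surface after 24 h compound exposure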
# FN deposition inh: fibronectin deposition inhibition | AH1F fibroblasts, Alexa488-fibronectin deposition fluorescence, overnight | inhibition, % at 12.6 µM | 350,000 tested, 0.086% active;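 active = mean inhibition across replicates of 30% or more, regardless of how many single replicates reach that level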;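 note: positive control wells lacked labelled fibronectin entirely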
#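 Material – AH1F fibroblast monolayer, labelled fibronectin deposition · Reagent – labelled fibronectin 24 nM · Timing – 1 h adhesion, overnight exposure · Measured by – fluorescence at 485 nm excitation, 525 nm emission · Read-out – inhibition of fibronectin deposition signal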
# miR122 inh: miR-122 inhibition in Huh7 cells; 340,000 tested, 0.3% active; AID 602342; activation (reporter increase), % at 12.5 µM; Huh7 miR-122 Renilla luciferase sensor, 48 h; neutral wells = 0, positive control = 100;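 active = mean replicate activation score at least 90 and every replicate individually at or above 90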;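 note: higher luciferase means less miR-122 activity so hits act as miR-122 inhibitors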
# Cneo AK release: Cryptococcus neoformans lysis via adenylate kinase release | C. neoformans lysis, adenylate kinase release luminescence, 4 h; normalised: neutral wells 0, clomiphene wells 100 | lysis activity, % at 15 µM | AID 651654 | 360,000 tested, 0.2% active;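 active = mean lysis activity across replicates of at least 80%, whatever share of replicates individually reach that level; inactive = mean lysis activity below 80%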
#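 Assay system: C. neoformans cells. Amount: yeast cell density of 5 × 10^6 cells/mL. Technique: AK luminescence. Buffer or medium: YPD. Times: static 4 h at 37 °C with compound, 1 h detection. Dosing: single-point compound dose. Read-out: lysis from increased AK signal.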
# Numbers without * were called inactive; . = not tested or not shown; [ ] = dose if it differs, or a comment.
1. O=C(NC(Cc1cccc(F)c1)C(=O)O)C1CCCCC1 (stereo unspecified)
2. COc1ccc(CN(C)C(=O)c2cccc(Oc3ccccc3)c2)c(OC)c1OC
3. CCN1C(=O)[C@H]2[C@@H](c3ccc(-c4cccc(Cl)c4)c(OC)c3)N[C@@](C)(C(=O)OC)[C@H]2C1=O
4. CC(C)NC(=O)c1ccccc1NC(=O)C1CCCO1 (stereo unspecified)
5. CSCCC(NC(=O)COc1ccccc1)C(=O)N(C)Cc1ccc(SC)cc1 (stereo unspecified)
6. COc1ccc(-c2nnc(SCC(=O)NC(=O)Cc3ccccc3)n2C)cc1
7. COc1cc(C=O)ccc1OS(=O)(=O)c1ccc(NC(C)=O)cc1
8. Cc1[nH]c(=O)[nH]c(=O)c1NS(=O)(=O)c1ccc2c(c1)CCCC2
assay / entry | 1 | 2 | 3 | 4 | 5 | 6 | 7 | 8
C2C12 statin | -7 | -4 | 4 | -3 | 2 | -5 | . | 14
PglD inh | 3 | -1 | 1 | -5 | -4 | -1 | -3 | -2
PGC1a acetyl inh | 11 | -1 | 10 | -7 | -4 | 6 | 2 | 16
GSIS activator | 4 | -3 | -5 | 1 | -41 | 23 | -11 | 15
F508del corr | -1.1 | 2.4 | -2.8 | . | -2.0 | -4.3 | . | -1.0
FN deposition inh | 5 | 1 | 6 | . | 1 | -4 | 16 | .
miR122 inh | 1 | 1 | 1 | -19 | 67 | -7 | 1 | -1
Cneo AK release | 2 | -1 | 1 | 1 | -1 | 4 | 0 | 5

9. O=[N+]([O-])c1ccc2nc(CCCc3nc4ccc([N+](=O)[O-])cc4[nH]3)[nH]c2c1
10. CC1(c2ccc(Cl)cc2)NC(=O)N(CC(=O)N2CCc3ccccc32)C1=O (stereo unspecified)
11. COc1ccc(CC(=O)NCC2CCCN(Cc3cccc(C(F)(F)F)c3)C2)cc1 (stereo unspecified)
12. Cc1ccc(NC(=O)CSc2n[nH]c(N)n2)cc1S(=O)(=O)N1CCOCC1
13. N#Cc1cn(Cc2ccco2)c(=O)[nH]c1=O
14. COc1cc2c(cc1OC)C(c1ccccc1OC(C)C)CC(=O)N2 (stereo unspecified)
15. O=C(NCC1CCCO1)c1cnn2c1NC(c1ccccc1)CC2C(F)(F)F (stereo unspecified)
16. O=C(COC(=O)c1ccccc1)Nc1ccc2[nH]c(=O)[nH]c2c1
assay / entry | 9 | 10 | 11 | 12 | 13 | 14 | 15 | 16
C2C12 statin | -6 | -4 | 8 | -7 | -4 | 1 | 0 | -3
PglD inh | . | 2 | -12 | -5 | 2 | 3 | -2 | -2
PGC1a acetyl inh | 5 | -14 | 6 | -6 | . | 14 | -14 | .
GSIS activator | -8 | -16 | -28 | 2 | . | -18 | -14 | -4
F508del corr | -0.5 | 5.3 | 0.5 | -2.9 | -0.2 | -0.8 | . | 0.1
FN deposition inh | -2 | 2 | 2 | 2 | -8 | 16 | . | 3
miR122 inh | -7 | -5 | 0 | 0 | 3 | 3 | -6 | 0
Cneo AK release | . | -1 | 0 | -8 | -1 | 10 | 1 | -1

17. COc1cc(/C=C\C(=O)NCc2ccc3c(c2)cc(C)n3C)cc(OC)c1OC
18. O=c1nc(Nc2ccc(OCc3ccccc3)cc2)sc2ncccc12
19. Cc1cc(C)cc(N(CC(=O)NCc2ccc(F)cc2)C(=O)CCC(=O)Nc2ccccn2)c1
20. COc1ccc(S(=O)(=O)c2c[nH]c(=S)[nH]c2=O)cc1Cl
21. O=C(C[C@@H]1CC[C@@H]2[C@H](COC[C@@H](O)CN2C(=O)Nc2cc(Cl)cc(Cl)c2)O1)N1CCOCC1
22. CCn1ncc(Br)c1C(=O)Nc1ccc(Cl)cn1
23. COc1ccc(-c2ccc3c(c2)O[C@H](CN(C)CC2CCOCC2)[C@@H](C)CN([C@H](C)CO)S3(=O)=O)cc1
24. O=C(Nc1cccc(F)c1)N1C[C@H]2[C@@H](c3ccccc31)[C@H](CO)N2C(=O)C1CCOCC1
assay / entry | 17 | 18 | 19 | 20 | 21 | 22 | 23 | 24
C2C12 statin | 4 | -22 | 1 | 5 | -3 | 5 | -33 | -1
PglD inh | -1 | 2 | -2 | -3 | 3 | 3 | -3 | -1
PGC1a acetyl inh | 9 | 4 | . | 0 | 4 | -3 | -10 | 4
GSIS activator | -12 | -5 | 6 | -6 | -22 | 1 | 7 | 3
F508del corr | -1.4 | 3.9 | -0.7 | 5.6 | 0.4 | . | -2.6 | -1.1
FN deposition inh | 1 | -11 | -10 | -10 | -6 | -12 | 15 | .
miR122 inh | 3 | 6 | 3 | . | -1[16.7 µM] | 3 | 48[16.7 µM] | -11[16.7 µM]
Cneo AK release | -1 | -2 | 2 | -2 | 1 | 1 | 2 | -3

25. COC(=O)c1c(NC(NC(=O)CC(C)C)C(Cl)(Cl)Cl)sc2c1CCC2 (stereo unspecified)
26. Cc1ccc(-c2ccc(CCC(=O)O)n2-c2ccc(C(=O)O)cc2)cc1
27. COc1cccc(C(=O)Nc2ccc(N3CCN(C(=O)c4ccco4)CC3)cc2)c1
28. CCn1nccc1C(=O)Nc1cc(Cl)cc(Cl)c1
29. Cc1noc(C)c1NC(=O)N[C@H]1CC[C@H](CCNC(=O)C2CCCCC2)O[C@@H]1CO
30. Cc1onc(-c2ccccc2)c1C(=O)NNC(=O)c1ccccc1
31. CN(C)CCCNC(=O)C[C@@H]1CC[C@@H]2[C@H](COc3ccc(NC(=O)c4ccccc4F)cc3C(=O)N2C)O1
32. COC(=O)[C@H]1[C@H](CO)[C@H]2Cn3c(cccc3=O)[C@H]2N1C(=O)C1CCC1
assay / entry | 25 | 26 | 27 | 28 | 29 | 30 | 31 | 32
C2C12 statin | . | -5 | . | 11 | 2 | 8 | -18 | -22
PglD inh | -1 | 7 | -2 | -2 | -3 | 6 | 1 | 1
PGC1a acetyl inh | -17 | 1 | 18 | -15 | 2 | 9 | 1 | .
GSIS activator | -3 | 2 | 2 | . | -5 | 3 | 5 | 14
F508del corr | . | 0.8 | 3.8 | . | -0.4 | -0.9 | 1.4 | 0.7
FN deposition inh | -4 | 4 | -4 | 6 | 8 | -4 | 3 | .
miR122 inh | -3 | -1 | 8 | 28 | . | 4 | -27[16.7 µM] | -2[16.7 µM]
Cneo AK release | -1 | -2 | 1 | -2 | 8 | -1 | 0 | -4

33. CCN(CC)S(=O)(=O)c1cc(NC(=O)C(C)Nc2ccccc2N2CCOCC2)ccc1C (stereo unspecified)
34. O=C(CCCn1c(=O)[nH]c2cc(Cl)ccc2c1=O)NCC1CCCO1 (stereo unspecified)
35. CS(=O)(=O)N(CC(=O)N1CCN(Cc2ccccc2)CC1)c1cccc(F)c1
36. CC(=O)Nc1ccc(C(=O)N2CCCc3ccccc32)cc1
37. CC(C)C[C@H](NC(=O)N1CCn2c1nc1ccccc12)C(=O)N[C@@H](C(=O)O)c1ccccc1
38. COc1cc(NC(=O)c2ccc(Br)o2)ccc1NC(=O)C(C)C
39. O=C(COC(=O)C1COc2ccccc2O1)NC(=O)NC1CCCC1 (stereo unspecified)
40. COc1ccc(N2CCN(C(=O)c3cn(Cc4ccccc4)nc3-c3cccnc3)CC2)cc1
assay / entry | 33 | 34 | 35 | 36 | 37 | 38 | 39 | 40
C2C12 statin | -10 | -12 | -4 | 0 | 2 | -32 | 7 | -2
PglD inh | 5 | -12 | -2 | 7 | 3 | 6 | -3 | -6
PGC1a acetyl inh | -13 | 6 | 19 | 9 | 8 | 7 | . | 3
GSIS activator | -14 | . | -3 | -6 | 5 | . | 6 | -18
F508del corr | -1.0 | . | -1.8 | 4.1 | 0.6 | . | . | 1.5
FN deposition inh | 15 | . | -7 | 8 | . | . | . | 3
miR122 inh | . | -5 | -4 | -9 | 46 | 0 | . | 33
Cneo AK release | 2 | 0 | -2 | -12 | 1 | 1 | 0 | 2

41. COc1ccc(SCc2noc(C(=O)NC(C)C)c2C(=O)O)cc1
42. O=C(O)c1cn(-c2ccccc2)nc1C(=O)O
43. O=C(c1nc2ccccn2c1CN1CCCC(O)C1)N1CCN(C2CCCCC2)CC1 (stereo unspecified)
44. O=c1c2ccccc2nc(SCc2nc3ccccc3s2)n1CCCO
45. Nc1nnc(CC(=O)N/N=C/c2ccc(-c3ccccc3)o2)s1
assay / entry | 41 | 42 | 43 | 44 | 45
C2C12 statin | -11 | . | -2 | 8 | .
PglD inh | 4 | -10 | 1 | 1 | .
PGC1a acetyl inh | . | 7 | . | . | -1
GSIS activator | -1 | 6 | 4 | -14 | -4
F508del corr | 0.2 | . | -1.2 | . | -1.5
FN deposition inh | -3 | . | 3 | 6 | 0
miR122 inh | . | 0 | . | 20 | .
Cneo AK release | 7 | -1 | 4 | -3 | .

# Compounds shown so far that have fluorine:
1. O=C(NC(Cc1cccc(F)c1)C(=O)O)C1CCCCC1 (stereo unspecified)
11. COc1ccc(CC(=O)NCC2CCCN(Cc3cccc(C(F)(F)F)c3)C2)cc1 (stereo unspecified)
15. O=C(NCC1CCCO1)c1cnn2c1NC(c1ccccc1)CC2C(F)(F)F (stereo unspecified)
19. Cc1cc(C)cc(N(CC(=O)NCc2ccc(F)cc2)C(=O)CCC(=O)Nc2ccccn2)c1
24. O=C(Nc1cccc(F)c1)N1C[C@H]2[C@@H](c3ccccc31)[C@H](CO)N2C(=O)C1CCOCC1
31. CN(C)CCCNC(=O)C[C@@H]1CC[C@@H]2[C@H](COc3ccc(NC(=O)c4ccccc4F)cc3C(=O)N2C)O1
35. CS(=O)(=O)N(CC(=O)N1CCN(Cc2ccccc2)CC1)c1cccc(F)c1
assay / entry | 1 | 11 | 15 | 19 | 24 | 31 | 35
C2C12 statin | -7 | 8 | 0 | 1 | -1 | -18 | -4
PglD inh | 3 | -12 | -2 | -2 | -1 | 1 | -2
PGC1a acetyl inh | 11 | 6 | -14 | . | 4 | 1 | 19
GSIS activator | 4 | -28 | -14 | 6 | 3 | 5 | -3
F508del corr | -1.1 | 0.5 | . | -0.7 | -1.1 | 1.4 | -1.8
FN deposition inh | 5 | 2 | . | -10 | . | 3 | -7
miR122 inh | 1 | 0 | -6 | 3 | -11[16.7 µM] | -27[16.7 µM] | -4
Cneo AK release | 2 | 0 | 1 | 2 | -3 | 0 | -2
